# CCT chaperon mod: cytosolic chaperonin activity modulation. activity change, % (test concentration not listed), hits read low. actives 0.3% (n = 360,000). AID 651819. purified chaperonin ATPase assay, HTRF ADP detection, 30 min; in the data active means activity change below about -30%; further: on the % scale 0 is the no-effect control and ±100 the full control effect
#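 First, chaperonin was dispensed at 40 nM or 20 nM final depending on batch activity. Next, compounds were pinned at 76 uM and ATP added at 10 uM. After 30 min at 37 °C, ADP detection reagents ran 30 min at ambient temperature.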
# PI5P4K alpha inh: PI5P4K alpha (human) kinase inhibition; PI5P4Kalpha enzyme, ADP-Glo luminescence, 60 min; stronger effect = lower value; max response, %; actives 1.2% (n = 330,000); AID 652105; active means max response of -50% or lower; inconclusive means between -30% and -50%; inactive means -30% or higher; further: value at the top dose of about 77 µM; on the % scale 0 is the no-effect control and ±100 the full control effect
#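 Single end-point luminescence (ADP-Glo) quantified ADP from PI5P4Kalpha turnover; ATP 5 microM final, 1 h at RT, 0.1% CHAPS and 0.28 mM EGTA in HEPES pH 7.4.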
# IL-2 act: IL-2 activation | AID 652025 | actives 0.065% (n = 360,000) | IL-2 activation reporter assay, cell-based qHTS; stimulated with anti-CD3/CD4/CD28 beads; in transgenic mouse T cells | activation, % (series mostly up to about 46 µM); in the data active means activation above about 50%; inconclusive means mostly about 30% to 49%; further: 0% is about no effect
#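 Readout: EGFP and DsRed signals by fluorescent plate cytometry. Unstimulated transgenic mouse T cells received compound 60 min before antibody-bead stimulation, then incubated 18 h at 37 degrees C.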
# PLK1 PBD block: inhibitors of human PLK1 polo-box domain binding; Plk1 PBD binding of FITC phosphopeptide, fluorescence polarization; Potency, µM, without a hit: max response, negative = inhibition, usual class: inhibitors; actives 2.8% (n = 360,000); AID 720504; further: potency means the concentration at half of the fitted maximal effect; series mostly up to about 57 µM; on the % scale 0 is the no-effect control and ±100 the full control effect; nearly all actives have a fitted effect of over 65% in size
# EPAC1 antagonist: blocks human EPAC1 exchange factor; Potency, µM (highest dose often 115 µM), without a hit: at the highest dose activity change, negative = inhibition, usual class: inhibitors; EPAC1 GEF assay, Rap1b-BODIPY-GDP exchange fluorescence; O95398; actives 0.14% (n = 360,000);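 further: potency means the concentration at half of the fitted maximal effect; plate controls were vehicle for no effect and positive control for full effect; nearly all actives have a fitted effect of over 50% in size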
# Target sequence (O95398 whole entry, looked up): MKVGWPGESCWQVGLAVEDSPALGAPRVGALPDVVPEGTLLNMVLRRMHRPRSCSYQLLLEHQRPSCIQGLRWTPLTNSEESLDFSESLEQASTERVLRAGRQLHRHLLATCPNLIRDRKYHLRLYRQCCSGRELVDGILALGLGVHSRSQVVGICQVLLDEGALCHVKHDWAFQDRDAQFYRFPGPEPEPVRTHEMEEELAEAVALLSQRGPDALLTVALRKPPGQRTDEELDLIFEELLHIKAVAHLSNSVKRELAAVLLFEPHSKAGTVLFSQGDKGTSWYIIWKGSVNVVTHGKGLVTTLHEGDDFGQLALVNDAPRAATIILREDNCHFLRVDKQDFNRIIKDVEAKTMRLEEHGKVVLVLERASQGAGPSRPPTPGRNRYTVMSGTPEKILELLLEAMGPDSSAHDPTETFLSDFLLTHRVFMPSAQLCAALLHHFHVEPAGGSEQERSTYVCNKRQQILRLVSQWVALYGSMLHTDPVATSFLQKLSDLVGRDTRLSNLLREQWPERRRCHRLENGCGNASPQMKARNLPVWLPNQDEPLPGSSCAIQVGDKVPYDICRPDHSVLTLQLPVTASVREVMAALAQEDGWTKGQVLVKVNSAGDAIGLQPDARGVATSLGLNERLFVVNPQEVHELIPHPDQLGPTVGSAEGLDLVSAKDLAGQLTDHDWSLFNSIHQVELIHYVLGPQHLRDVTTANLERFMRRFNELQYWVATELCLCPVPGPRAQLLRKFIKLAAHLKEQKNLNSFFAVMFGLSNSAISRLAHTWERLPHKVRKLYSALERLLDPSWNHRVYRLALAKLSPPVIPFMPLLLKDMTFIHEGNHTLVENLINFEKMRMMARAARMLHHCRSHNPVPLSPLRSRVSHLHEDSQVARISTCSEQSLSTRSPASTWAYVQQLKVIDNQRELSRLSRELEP
# EPAC2 ag: EPAC2 (human) agonism. Q8WZA2. EPAC2 activation, biochemical qHTS; response scale: 100% = 6.5 mM cAMP response. Potency, µM (titrated, usually from 154 µM), for inactives: at the highest dose activation, most hits filed as activators. actives 0.079% (n = 360,000); further: potency means the concentration at half of the fitted maximal effect; nearly all actives have a fitted effect of over 50% in size
#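 Fluorescence exchange assay: 100 nM EPAC2 with 250 nM RAP1B-BODIPY-GDP and 50 uM GDP; compounds tested as a concentration-titration series (qHTS). Loss of Rap1-bound BODIPY-GDP fluorescence read at 480/540 nm; data normalized to 6.5 mM cAMP.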
# WRN helicase inh: blocks human WRN helicase | Q14191 | WRN helicase unwinding, fluorescent forked duplex, kinetic | Potency, µM (series often up to 114 µM), inactives show at the top dose activity change, negative = inhibition, most hits filed as inhibitors | actives 0.46% (n = 360,000) | AID 651768; further: potency means the concentration at half of the fitted maximal effect; on the % scale 0 is the no-effect control and ±100 the full control effect; nearly all actives have a fitted effect of over 55% in size
#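 Kinetic fluorescence helicase assay: unwinding of a quenched forked DNA duplex (100 nM final) with 2 mM ATP final raises red fluorescence (525/598 nm). Compounds sat 15 min at room temperature with 20 nM WRN beforehand.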
# EPAC1 agonist: activates human EPAC1 exchange factor. Potency, µM (titrated, usually from 154 µM), for inactives: at the highest dose activation, hits mostly activators. AID 720707. actives 0.073% (n = 360,000). EPAC1 agonist qHTS, biochemical assay; response scale: 100% = response to 6.5 mM cAMP; further: potency means the concentration at half of the fitted maximal effect; nearly all actives have a fitted effect of over 60% in size
#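 Read-out is the fluorescence drop as BODIPY-GDP leaves Rap1B (480 nm excitation, 540 nm emission), recorded every 5 minutes over 30 minutes. Reactions held 100 nM EPAC1, 250 nM Rap1B–BODIPY-GDP and 50 uM GDP, with 6.5 mM cAMP setting full activation.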
# * hit, by the source's call; ? = inconclusive; . = not tested or not shown. Unless noted, the call rests on the fitted dose curve; in most records, active means well fitted curve in the direction sought with a large enough effect; inconclusive means small, poorly fitted or top-dose-only effect, or another doubt; inactive means no such curve, though single readings can be large; an effect the other way counts as inactive or inconclusive.
molecule	CCT chaperon mod	PI5P4K alpha inh	IL-2 act	PLK1 PBD block	EPAC1 antagonist	EPAC2 ag	WRN helicase inh	EPAC1 agonist
Cc1ccc(NC2CCCN(C(=O)c3cc(C(C)C)nn3C)C2)cc1C (stereo not drawn)	-1.0	9	0.6	-3%	9%	1%	5%	-2%
CCc1ccc(S(=O)(=O)Nc2c(NC3CCCCC3)c3ccccc3oc2=O)cc1	-4.7	4	-0.8	3%	?	-4%	-5%	3%
C=C1C[C@H](O)[C@@H]2[C@H](OC(=O)[C@H]2C)[C@H]2[C@H](C)[C@@H](O)C[C@@H]12	1.2	-5	0.0	-5%	-19%	9%	7%	4%
CC(NC(=O)Nc1ccc(F)cc1)c1ccc2c(c1)OCO2 (stereo not drawn)	-0.2	-2	-1.3	-4%	-4%	10%	2%	6%
O=C(Nc1cccc(Cl)c1)c1nc[nH]c1C(=O)NCCCNC(=O)c1[nH]cnc1C(=O)Nc1cccc(Cl)c1	1.1	2	0.1	5%	-3%	-3%	-4%	3%
CN(C)c1ccc(/C=N/O)cc1	1.2	1	1.3	-1%	-12%	5%	-2%	4%
O=c1oc2cc(S(=O)(=O)NCCCO)ccc2c2ccc(S(=O)(=O)NCCCO)cc12	-0.9	-1	0.1	-3%	-18%	-2%	-8%	0%
CC1(c2ccccc2)NC(=O)N(CC(=O)Nc2cc(Cl)ccc2N2CCOCC2)C1=O (stereo not drawn)	0.8	2	1.0	-4%	-3%	-1%	-2%	5%
O=C(CSc1nccn1-c1ccccc1)NO	-0.8	1	0.2	-22%	-18%	-3%	-1%	-1%
S=c1[nH]c(-c2ccccc2)cn1-c1ccccc1	1.0	-6	-2.9	-5%	6%	8%	-10%	10%
COc1ccccc1-n1c(SCC(=O)N2CCOCC2)nc2ccccc2c1=O	-0.7	5	-3.2	-6%	-27%	10%	3%	8%
CCC(C)(C)NC(=O)CCCSc1nc2ccccc2[nH]1	-1.4	0	0.0	0%	-5%	-4%	0%	2%
O=C(COC(=O)C1CC1)Nc1nc(-c2ccc(F)c(F)c2)cs1	-2.2	-2	0.1	-9%	-13%	-6%	8%	7%
COC(=O)c1ccc(C(=O)OC)c(NC(=S)N2CCCCC2)c1	-2.2	.	1.6	-10%	2%	7%	-3%	5%
C#Cc1cccc(-n2nnc(C(=O)OC)c2-c2ccccc2)c1	1.9	-16	-3.2	24%	-30%	12%	-11%	3%
N#Cc1ccc(OC(=O)c2cnccn2)cc1	-3.0	-1	0.7	?	6%	10%	-18%	10%
CSCCC(=O)N1CCCC(CO)(CCCc2ccccc2)C1 (stereo not drawn)	-1.1	1	-1.5	0%	4%	0%	-1%	6%
COC(=O)C1C2C=CC(C3CC23)C1C(=O)OCC(=O)c1ccc(OC)cc1 (stereo not drawn)	-0.7	.	-1.1	-12%	-8%	23%	1%	14%
COc1cc(C(=O)Nc2ccc3c(c2)OCCO3)c(-n2cnnn2)cc1OC	1.3	4	-1.6	2%	1%	4%	-11%	-1%
Cc1cc2nnc(SCC(=O)Nc3cc(S(=O)(=O)N4CCOCC4)ccc3Cl)n2c2ccccc12	-53*	6	0.8	-1%	-3%	-4%	-15%	5%
CCOc1ccc(N2CSC3=C(C#N)C(c4ccco4)CC(=O)N3C2)cc1 (stereo not drawn)	0.2	.	0.6	-8%	4%	9%	5%	2%
O=c1c2ccccc2[nH]c(=S)n1CCCN1CCN(c2ccccc2)CC1	-5.1	-20	-5.4	-17%	-11%	5%	22%	3%
c1ccc(-c2sc3ccccc3c2-c2ccc(OCCN3CCOCC3)cc2)cc1	-3.7	45	0.9	1%	-22%	8%	4%	1%
Cc1cccc(C(=O)NC(C)c2ccc(-n3ccnc3)cc2)c1C (stereo not drawn)	-1.6	3	-0.5	3%	11%	3%	9%	9%
Cc1cccc(C)c1-n1nnnc1C(c1ccccc1)N1CCN(C/C=C/c2ccccc2)CC1 (stereo not drawn)	1.0	-14	-0.5	1%	-28%	10%	-11%	9%
COc1ccc(C(=O)N2C(=S)NC(=O)/C2=C\c2ccc(C)cc2)cc1	-3.1	-29	-0.3	-19%	-18%	13%	50µM*	14%
O=C(NCC(=O)N(CC1CCCO1)C1(C(=O)NC2CCCC2)CCCCC1)c1ccccc1 (stereo not drawn)	-0.8	.	1.4	0%	10%	-10%	7%	4%
CC1=CC(C)(C)NC(=S)N1c1cccc(Cl)c1	1.5	-1	0.0	-5%	-4%	9%	0%	11%
CCOC(=O)c1ccccc1NS(=O)(=O)c1ccc(S(=O)(=O)N2CCCC2)cc1	0.0	.	-3.0	-14%	1%	8%	-12%	8%
CCOC(=O)c1ccc(N2C(=O)C3CC=CCC3C2=O)cc1 (stereo not drawn)	-46*	.	-3.2	-8%	2%	9%	-11%	6%
Nc1nnc(CCOc2ccccc2Cl)s1	0.3	.	0.1	2%	0%	-5%	5%	-5%
CC(C)(C)SCCNC(=O)c1ccc(CN2CCc3ccccc3C2)cc1	1.2	-3	-5.0	-6%	-24%	7%	-1%	3%
CCNC(=O)CSc1nnc(-c2cccc(S(=O)(=O)N3CCOCC3)c2)o1	0.8	1	4.5	-10%	-2%	9%	-21%	5%
COc1ccccc1N1CCN(S(=O)(=O)c2ccc(Br)s2)CC1	0.3	.	-2.0	-2%	-2%	4%	-16%	6%
CCOc1ccccc1NC(=S)N1CCCCCC1	-1.6	-2	1.4	-4%	-16%	-1%	10%	3%
O=C(O)CSCC(=O)N1CCN(c2ccnc3cc(Cl)ccc23)CC1	-0.3	2	-0.5	1%	-9%	2%	-2%	-3%
CC(=O)Nc1ccc(OCCOc2ccccc2C(C)=O)cc1	-4.0	3	-0.6	-19%	-2%	7%	9%	-2%
Cc1ncoc1C(=O)Nc1ccc(Oc2ccccc2)cc1	-0.7	.	-1.9	-10%	-10%	6%	-12%	3%
CC(=O)Oc1oc(-c2ccccc2)nc1/C=N/c1ccccn1	-0.7	.	-1.6	9.5µM*	2%	8%	-28%	3%
O=C(COc1ccccc1Br)Nc1ccc(S(=O)(=O)N2CCCC2)cc1	-4.1	-2	1.1	0%	-10%	12%	-14%	19%
CCC(C(=O)NCc1ccncc1)c1ccccc1 (stereo not drawn)	-0.6	4	1.0	-10%	13%	5%	5%	13%
CC1Cc2nc(SCC(=O)Nc3ccc4c(c3)OCO4)n(Cc3ccccc3)c(=O)c2S1 (stereo not drawn)	0.1	.	0.6	-6%	-4%	2%	-5%	4%
COCC(=O)Nc1ccc(N2CCCC2)c(S(=O)(=O)Nc2ccccc2OC)c1	-1.7	-1	3.0	-12%	-7%	6%	1%	-5%
CCOc1ccccc1NC(=O)NCCCCc1ccccc1	-0.2	7	-1.4	-4%	14%	1%	0%	8%
Cc1ccc(NC(=O)COc2nsnc2N2CCOCC2)cc1Cl	-0.6	4	-0.6	-15%	0%	7%	-7%	6%
CN(C(=O)CN1CCN(c2cc(-c3ccc(OCc4ccccc4)cc3)ncn2)CC1)c1ccccc1	-1.3	-25	-1.1	2%	-13%	5%	-4%	-7%
COc1ccc(CN(C)C(=O)Cn2ccsc2=N)cc1OC	0.9	1	-0.5	?	3%	-2%	12%	-6%
CCOC(=O)c1c(NC(=O)CN2CCN(S(=O)(=O)c3cc(Cl)ccc3Cl)CC2)sc(C(=O)N(C)C)c1C	-3.3	1	-0.2	8%	11%	13%	-3%	4%
NS(=O)(=O)c1ccc(CCNC(=O)C(=O)NCC2OCCN2S(=O)(=O)c2cccs2)cc1 (stereo not drawn)	-0.3	-28	-4.1	1%	15%	7%	-1%	2%
CN(Cc1ccccc1)Cc1nc2c(c(=O)n(C)c(=O)n2C)n1CCc1ccccc1	-2.1	.	-2.1	-2%	-12%	-1%	-19%	8%

# Record cards (already shown). Order of values: CCT chaperon mod	PI5P4K alpha inh	IL-2 act	PLK1 PBD block	EPAC1 antagonist	EPAC2 ag	WRN helicase inh	EPAC1 agonist
# Nc1nnc(CCOc2ccccc2Cl)s1 is entered as 0.3	.	0.1	2%	0%	-5%	5%	-5%
# Cc1ccc(NC(=O)COc2nsnc2N2CCOCC2)cc1Cl is entered as -0.6	4	-0.6	-15%	0%	7%	-7%	6%
# CCOc1ccccc1NC(=O)NCCCCc1ccccc1 is entered as -0.2	7	-1.4	-4%	14%	1%	0%	8%
# CN(Cc1ccccc1)Cc1nc2c(c(=O)n(C)c(=O)n2C)n1CCc1ccccc1 is entered as -2.1	.	-2.1	-2%	-12%	-1%	-19%	8%

# Next part
molecule	CCT chaperon mod	PI5P4K alpha inh	IL-2 act	PLK1 PBD block	EPAC1 antagonist	EPAC2 ag	WRN helicase inh	EPAC1 agonist
Cc1cc(C)n(-c2nc3ccccc3n3nnnc23)n1	2.2	7	0.5	-7%	2%	14%	1%	2%
Cc1cc(C(=O)Nc2c(F)cc(F)cc2Br)n(-c2ccccc2)n1	-6.7	1	-2.4	2%	6%	-2%	2%	4%
CC(C)(C)NC(=O)C(=O)N/N=C/c1cccs1	-1.9	-3	-2.8	-1%	4%	5%	-3%	1%
O=C(c1cccs1)N1CCC(c2nc3c(nnn3Cc3ccccc3Cl)c(=O)[nH]2)CC1	-2.2	0	-2.4	-5%	-11%	4%	-27%	5%
O=C(O)c1ccccc1C(=O)Nc1cccc([N+](=O)[O-])c1	-1.5	0	-1.9	2%	1%	-4%	-1%	5%
S=c1[nH]nc(Cn2cnc3ccccc32)n1-c1ccccc1Cl	-2.1	-3	-1.6	0%	-12%	8%	-12%	10%

# Some of these compounds in order of length of the SMILES, ascending.
molecule	CCT chaperon mod	PI5P4K alpha inh	IL-2 act	PLK1 PBD block	EPAC1 antagonist	EPAC2 ag	WRN helicase inh	EPAC1 agonist
CC(C)(C)NC(=O)C(=O)N/N=C/c1cccs1	-1.9	-3	-2.8	-1%	4%	5%	-3%	1%
Cc1cc(C)n(-c2nc3ccccc3n3nnnc23)n1	2.2	7	0.5	-7%	2%	14%	1%	2%
O=C(O)c1ccccc1C(=O)Nc1cccc([N+](=O)[O-])c1	-1.5	0	-1.9	2%	1%	-4%	-1%	5%

# Screening data: PubChem, National Center for Advancing Translational Sciences (NCATS)

# The list is partial. The share of hits here may be higher or lower than overall.
